STAT3 blocker: inhibitors of IL-6 induced STAT3 signaling; AID 862; U3A cells, IL-6 STAT3-luciferase reporter, luminescence; host cell line lacks STAT1; hit rate 0.89% among 190,000; inhibition, % at 5.5 µM;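 active means inhibition above the mean inhibition across all screened compounds plus 3 SD, cut at about 44% in these data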;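 further: 0% = DMSO only wells and 100% = 100 µM nifuroxazide control wells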
STAT3 act: STAT3 signaling activation. hit rate 0.91% among 190,000. activation (% of control), % at 5.6 µM. U3A cells, IL-6 STAT3-luciferase reporter, luminescence; 100% = signal with IL-6 EC80 alone;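 active means activation above the screen-wide mean of compound activation plus 3 SD, cut at about 130% in these data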;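 further: 0% = background luminescence of wells with medium and substrate only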
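Test system: STAT3-luciferase reporter U3A cells; Detection: reporter luminescence signal; Times: 1 h compound pre-exposure, 6 h IL-6 stimulation, 37 °C; Benchmarks: IL-6-only high control; Also added: IL-6 stimulus at 33 ng/mL final.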
PPARg SRC-3 ag: promotes SRC-3 coactivator recruitment by human PPARgamma. AID 731. biochemical PPARgamma/SRC-3 coactivator recruitment assay. hit rate 0.26% among 200,000. P37231. activation, % at 8 µM; in the data active means activation above about 23%;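 further: 0% = DMSO and 100% = reference agonist; some compounds past the cut are filed as inactive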
PPARg SRC-1 ag: promotes SRC-1 coactivator recruitment by human PPARgamma; hit rate 0.41% among 200,000; AID 631; activation, % at 8 µM; PPARgamma-SRC-1 coactivator recruitment biochemical assay; P37231; in the data active means activation above about 19%;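 further: 0% = DMSO and 100% = reference agonist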
bIAP activator: increases bovine intestinal alkaline phosphatase activity. purified bovine IAP, CDP-star luminescence, 30 min; stronger effect = higher value; fold of DMSO-control signal, blank-subtracted. activation factor at 20 µM. AID 1016. hit rate 0.17% among 200,000;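 active means activation factor of 2 or more at 20 µM, a signal rise over negative controls twice the positive control's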
bIAP inh: intestinal alkaline phosphatase (bovine) inhibition; AID 1019; inhibition, % at 20 µM; purified bovine IAP, CDP-star luminescence, 30 min; 190,000 tested, under 10 active;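 active means over 50% inhibition of intestinal alkaline phosphatase at 20 µM in the single-dose screen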
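System: Purified bovine intestinal alkaline phosphatase (IAP) enzyme | Input: IAP diluted 1/65,000,000 in the well | Also added: CDP-star chemiluminescent phosphatase substrate, 30 µM final | Dosing: 20 µM single dose | Times: Enzyme reaction for 30 min at room temperature | Detection: Luminescence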
STAT1 blocker: inhibitors of IFN-gamma induced STAT1 signaling. NIH 3T3 STAT1-luciferase reporter, luminescence. inhibition, % at 5.5 µM. hit rate 0.35% among 200,000;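 active means inhibition above a set limit, the mean inhibition across all tested compounds plus 3 SD, cut at about 34% in these data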;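 further: 0% = IFN-gamma with DMSO and 100% = IFN-gamma with 300 µM nifuroxazide; values of inactives mirror those of a sister screen read the other way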
ROMK mod: modulates human ROMK potassium channel activity | Tet-inducible ROMK, thallium flux fluorescence; actives lie on both sides | AID 1918 | B-score at 10 µM | hit rate 2% among 130,000;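 active means signal ratio slope over the read window, or its plate-corrected B-score, at least 3 SD from the plate mean, either direction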;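 further: B-score of the F/F0 ratio slope over 7 to 12 s after thallium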
TNAP act hiacc: increases human TNAP activity under high phosphate acceptor concentration; P05186; purified TNAP, CDP-star luminescence, 1 M DEA, 30 min; stronger effect = higher value; 0 = EDTA background, 1 = DMSO-only activity; activation factor at 20 µM; 200,000 tested, under 10 active; AID 1136;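 active means activation factor at least 2 at 20 µM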
Target sequence (P05186 whole entry, looked up): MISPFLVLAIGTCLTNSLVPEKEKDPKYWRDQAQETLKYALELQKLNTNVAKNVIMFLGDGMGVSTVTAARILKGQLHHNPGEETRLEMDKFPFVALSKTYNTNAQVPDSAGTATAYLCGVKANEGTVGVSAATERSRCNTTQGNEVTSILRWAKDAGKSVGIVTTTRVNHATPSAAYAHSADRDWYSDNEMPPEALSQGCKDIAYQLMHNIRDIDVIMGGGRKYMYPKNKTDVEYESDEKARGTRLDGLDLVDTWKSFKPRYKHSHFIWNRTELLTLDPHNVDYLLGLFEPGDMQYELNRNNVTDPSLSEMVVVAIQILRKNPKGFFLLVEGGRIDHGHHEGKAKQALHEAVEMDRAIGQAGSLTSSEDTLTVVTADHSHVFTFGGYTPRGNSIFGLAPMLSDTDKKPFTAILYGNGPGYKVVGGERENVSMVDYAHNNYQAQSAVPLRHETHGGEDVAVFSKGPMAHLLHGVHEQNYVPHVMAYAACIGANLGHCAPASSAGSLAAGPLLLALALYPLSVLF
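Control set: EDTA negative control, DMSO positive control / Assay system: human TNAP / Quantity: TNAP 1/800 final / Evaluation: TNAP activation factor scaled between EDTA and DMSO control wells / Measured by: luminescent substrate turnover signal / Compound dosing: one dose, 20 µM / Times: 30 min enzyme reaction at room temperature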
PPARg SRC-2 ag: promotes SRC-2 coactivator recruitment by human PPARgamma; P37231; PPARgamma LBD-SRC-2 recruitment, biochemical; activation, % at 8 µM; hit rate 0.34% among 200,000; in the data active means activation above about 22%;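 further: 0% = vehicle and 100% = reference agonist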
SRC2 TRFRET art: TR-FRET artefact, counter-screen to PPARgamma/SRC-2 agonist assay; stronger effect = higher value; TR-FRET ratio at 8 µM; hit rate 0.4% among 200,000; in the data active means TR-FRET ratio above about 2000; further: inactives centre near 1500
* hit, by the source's call; · = not tested or not shown.

SMILES	STAT3 blocker	STAT3 act	PPARg SRC-3 ag	PPARg SRC-1 ag	bIAP activator	bIAP inh	STAT1 blocker	ROMK mod	TNAP act hiacc	PPARg SRC-2 ag	SRC2 TRFRET art
CCC(C)NC(=O)c1ccccc1NC(=O)c1ccc(CSc2ccccc2)cc1 (centres undefined)	-0.1	100.2	-2.2	-5.5	0.8	24.7	-1.3	-0.498	0.9	3.2	1701
CC(C)C(c1nnnn1C(C)(C)C)N1CCN(c2cccc(Cl)c2)CC1 (centres undefined)	-9.1	110.3	-1.0	1.3	1	-2.7	-15.0	-0.541	1.1	0.1	1569
COc1cccc(NC2c3ccccc3C(=O)N2Cc2ccco2)c1 (centres undefined)	3.5	101.1	2.8	-1.5	0.9	13.4	3.8	·	1	-2.7	1576
CCOc1ccc(C2CC(c3ccccc3C)n3nc(N)nc3N2)cc1 (centres undefined)	8.0	97.7	7.3	3.0	1	-1.6	-3.8	·	1.1	11.1	1489
COc1ccccc1N1CCN(C2=NS(=O)(=O)c3ccccc32)CC1	0.6	101.3	5.8	6.8	1	4.9	-4.2	·	1	7.5	1630
C/C(Cl)=C\Cn1c(Nc2cccc(C)c2)nc2c1c(=O)n(C)c(=O)n2C	-30.6	128.6	1.0	6.0	1	4.5	18.8	·	1.1	1.1	1505
O=C1c2ccccc2C(=O)N1CCCCSc1nc2ccccc2o1	7.5	95.1	7.5	1.4	1	-2.8	8.1	·	1	1.8	1704
CCCCNS(=O)(=O)c1ccc(NC(=O)Cc2ccc(OC)cc2)cc1	27.3	80.8	1.1	2.4	0.9	14.8	11.2	-0.051	1.1	8.8	1761
CC(C)c1ccc(O)c(NC(=S)NC(=O)c2cccnc2)c1	11.5	94.3	3.6	5.5	1	0.7	-8.8	·	1	0.7	1406
COc1ccc(-c2nn(-c3ccccc3)cc2/C=N/NC(=O)c2ccc(Br)o2)cc1	45.1*	69.4	8.0	4.6	1	4.2	0.1	·	1	13.0	1451
CCCNC(=O)NCCc1c(C)[nH]c2ccccc12	10.5	98.3	18.6	-2.3	0.9	12.6	0.7	·	1.1	12.0	1756
Cc1cccc(NC(=O)NCc2ccc3[nH]c(C)cc3c2)c1	-8.7	112.0	3.7	1.8	0.8	22.1	-10.7	-0.16	1	3.6	1623
Cc1cc(C)n(C2CCCCC2OC(=O)c2ccccc2)n1 (centres undefined)	-1.8	104.1	-9.8	-4.8	1	4.9	-2.0	-1.24	1	-1.2	1429
O=C(Nc1ccc(F)cc1)C1CC(=O)n2ncnc2N1 (centres undefined)	3.8	103.4	-7.5	-2.4	0.9	6.7	8.0	0.121	1.1	0.0	1583
C=CCOc1ccc(C2NC(=O)NC(C)=C2C(=O)OC)cc1 (centres undefined)	0.7	103.0	-1.0	2.6	1	-1.4	-5.3	·	1	5.7	1606
Cn1cc(S(=O)(=O)CC(=O)N2CCCc3ccccc32)c2ccccc21	-6.1	109.0	-8.5	2.2	1	1.9	4.4	·	1.1	0.7	1520
COC(=O)CC1=NN(c2ccc(OC)cc2)C(=O)C1	10.1	93.5	1.9	6.1	1.1	-6.3	2.9	0.694	1	9.9	1684
NC(=S)NC(=O)/C=C/c1ccccc1	16.0	88.3	1.1	-6.7	1.1	-13.2	-3.9	·	1	3.5	1633
O=C1/C(=C/c2ccco2)Oc2c1ccc(O)c2CN1CCCCC1	-3.9	106.8	-1.6	1.0	0.9	11.6	1.8	·	0.9	7.8	1577
Cc1cc(C)cc(-c2nnc(SCC(=O)N3CCN(C(=O)c4ccco4)CC3)o2)c1	9.5	96.5	2.8	2.8	1	1.0	-7.1	·	1.1	2.6	1509
O=C(C(Cc1ccccc1)n1cccc1)N1CCN(Cc2ccccc2)CC1 (centres undefined)	2.8	105.0	12.3	8.6	1	-1.7	7.3	·	1	-5.8	1591
COC(=O)c1sccc1NC(=O)/C=C/C(=O)O	9.2	101.2	-0.4	2.4	0.9	5.2	8.9	0.278	1	-1.9	1559
NNC(=O)c1cccc(COc2ccc(Br)cc2)c1	79.4*	31.3	4.0	5.0	0.2	·	32.4	·	1	-1.3	1664
COc1ccc(C(=O)N2CCC(=O)N(C(CO)Cc3ccccc3)CC2)cc1 (centres undefined)	0.3	97.4	-1.2	-5.1	0.9	9.1	8.4	0.221	1	-2.6	1480
CCOC(=O)C1=C(c2ccccc2)N=c2s/c(=C\c3cc(OC)c(OC)c(OC)c3)c(=O)n2C1c1cccs1 (centres undefined)	17.8	94.2	5.2	-4.2	1	-0.6	-5.0	·	1	6.4	1662
COC(=O)CNC(=O)CN1C(=O)N(c2ccccc2)C(N(O)C(=O)Nc2ccccc2)C1(C)C (centres undefined)	3.6	100.2	12.2	6.4	1	-1.1	3.3	·	1	9.7	1514
Nc1nc(N)c(Cc2ccc(Cl)cc2Cl)c(N)n1	10.7	100.9	0.4	-2.1	1.1	-6.7	20.3	-1.04	1	-7.2	1448
COC(=O)c1[nH]c2ccc(F)cc2c1NC(=O)CCN1CCN(Cc2ccc3c(c2)OCO3)CC1	20.2	87.3	8.4	0.2	1.1	-6.9	6.6	·	1.1	-1.0	1512
Cc1ccnc(NC(=O)CCC(=O)N(CC(=O)NC2CCCCC2)Cc2cccs2)c1	5.0	96.9	-2.9	-8.2	1.1	-9.2	-8.9	-0.28	1	-1.3	1379
CCOc1ccc(CCNC(=O)C(C)n2nc(C)n3c(cc4occc43)c2=O)cc1OCC (centres undefined)	14.2	93.3	0.2	7.7	1.1	-5.6	4.6	·	1	2.6	1708
CC1(C)CCN(Cc2ccccc2)C1CC#N (centres undefined)	6.3	99.0	-7.6	-3.5	1	3.3	-4.5	0.0262	1	-10.8	1594
O=C(COc1ccc(Cl)cc1)NNC(=O)C(=O)N1CCCCC1	10.4	100.8	16.9	1.2	1.2	-21.6	6.7	·	1	0.1	1720
CN(C)c1ccc(/C=N/Nc2cc(N3CCOCC3)nc(N3CCOCC3)n2)cc1	10.9	95.9	11.7	7.7	0.9	7.6	-6.8	-0.0788	1.1	2.5	1888
CC1CC(C)CN(C(=O)CSc2nc3ccsc3c(=O)n2Cc2ccccn2)C1 (centres undefined)	-0.5	103.9	0.7	7.6	1.1	-5.5	-1.6	·	1.1	2.9	1716
O=c1[nH]n(-c2ccc(Cl)cc2)c(=O)c(Cl)c1Cl	4.6	101.2	-0.6	-6.9	1	3.1	15.2	·	1	-2.7	1291
Cc1c(C(=O)N2CCCCC2)oc2ccc(S(=O)(=O)N3CC(C)CC(C)C3)cc12 (centres undefined)	38.6	67.8	12.5	17.9	1.1	-7.5	18.3	-1.57	1	12.9	1406
Cc1ccc2oc(=O)c3cc(C(=O)N4CCN(C(=O)c5ccco5)CC4)sc3c2c1	·	·	2.4	6.2	0.9	12.5	-1.9	·	1	2.1	1489
CC1CCN(C(=O)CSc2nc3ccccc3c(=O)n2Cc2ccc3c(c2)OCO3)CC1	4.8	105.7	-2.5	-2.9	1	2.5	2.9	·	0.9	-3.5	1622
Cc1ccccc1NC(=O)C12CC3CCC1(C)C3(C)CO2 (centres undefined)	5.4	97.1	6.3	7.7	1.2	-24.7	-0.9	-0.476	1.1	3.2	1557
C(=C\c1nc2ccccc2[nH]1)/c1ccccc1	81.9*	36.7	-6.2	-2.8	0.9	12.6	43.0*	·	1	-4.0	1500
Cc1ccc(NC(=O)Cc2ccc(Cl)c(Cl)c2)cc1S(=O)(=O)N(C)C	14.8	93.9	3.7	2.1	0.9	13.3	1.9	-0.878	1	0.4	1622
